Compound activity: PubChem, National Center for Advancing Translational Sciences (NCATS)
Lipid storage S3: qHTS Assay for Lipid Storage Modulators in Drosophila S3 Cells | Drosophila S3 cells, BODIPY lipid droplet fluorescence, 18-24 h; cells fed with added oleic acid | Potency in µM for hits, for the others lipid storage change, negative = inhibition, % at the top dose, mostly 46.1 µM | hit rate 0.64% among 320,000; active means well fitted inhibition curve with a large enough effect in the signal ratio, with a control signal flat, not every such curve was filed as active; inconclusive means small, poorly fitted or top-dose-only effect, or effect the other way, or a change in a side signal; the % refers to the signal ratio
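Laser-scanning cytometry quantifies lipid droplet accumulation (500–530 nm total intensity; droplet/cell object ratio) in oleic acid-fed (400 uM added) Drosophila S3 cells treated with a concentration series. 20 uM Triacsin C defined 100% inhibition.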
Lipid storage S3 cell count max: also measured in Lipid storage S3; calls as there; cell number change, %; measured here: cell count max response;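 cells counted by Cell Tracker Red CMTPX staining in the red channel; peak over a dose series mostly up to 46.1 µM; percent activity relative to internal control wells on each plate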
The depositor's hits bear a star; i = inactive; u = inconclusive; x = not tested or not shown. On the % scale 0 is the no-effect control and ±100 the full control effect; potency means the concentration at half of the fitted maximal effect. This is a subset (hit frequency here may not be typical).

SMILES	Lipid storage S3	Lipid storage S3 cell count max
CCOC(=O)c1cnc2ccccc2c1NCCO	13%	x
COc1ccc(OC)c(C2c3c(oc4ccccc4c3=O)C(=O)N2CCCN(C)C)c1 (centres undefined)	u	x
COc1ccc(OC)c(NS(=O)(=O)c2ccc3c(c2)C(C)(C)C(=O)N3C)c1	i	-19
Cc1ccc(-c2nc(CS(=O)(=O)CC(=O)N3CCc4ccccc4C3)c(C)o2)cc1	12%	x
O=C(NCc1ccccc1Cl)C1CCCN1S(=O)(=O)c1ccccc1F (centres undefined)	i	8
COC(=O)c1ccccc1C(=O)N(Cc1cccnc1)CC1CCCN(C2CCCCC2)C1 (centres undefined)	u	x
CCn1c(SCC(=O)c2ccc(Br)cc2)nnc1C(C)NC(=O)Cc1ccc(OC)cc1 (centres undefined)	-2%	x
COc1cnc(-c2ccccn2)nc1Sc1ccc(C)cc1	u	x
CC(=O)c1ccc(NC(=S)NC(=O)/C=C/c2ccc(F)cc2)cc1	6%	-6
CC(C)CN1CCC(=O)N(CCC#N)CC1	u	x
Cc1cc(C(=O)N/N=C/C(Cl)=C/c2ccccc2)c(C)o1	9%	11
O=C(c1cccc(F)c1)N1CCN(C(=O)c2cc3nc(-c4ccco4)cc(C(F)(F)F)n3n2)CC1	u	x
N#Cc1sc2nc(-c3cccs3)cc(-c3ccc(F)cc3)c2c1N	22%	-16
O=C(OCC(=O)N1CCCC1)c1cc([N+](=O)[O-])ccc1Cl	u	x
COC(=O)CCC(=O)N1CCc2cc(S(=O)(=O)N3CCN(c4ccccc4Cl)CC3)ccc21	28%	14
COc1ccccc1NC(=O)CSc1nncn1N	29%	-4
CCOc1ccc(NS(=O)(=O)c2ccc3c(c2)CCN3C(=O)C2CCC2)cc1	u	x
O=C(O)Cn1c(SCCOc2ccccc2F)nc2ccccc21	-8%	11
O=C(NCc1ccc2c(c1)OCO2)C1CCC(CNS(=O)(=O)c2ccc(Cl)cc2)CC1 (centres undefined)	u	x
CCOC(=O)/C(C#N)=C/c1c(N2CCN(c3ccc(OC)cc3)CC2)nc2c(C)cccn2c1=O	-13%	15
CC(=O)c1ccc(NC(=S)N2CCN(c3cccc(Cl)c3)CC2)cc1	u	x
CCOC(=O)CN1C(=O)C(=O)c2cc(C)ccc21	14%	-2
CCOC(=O)C1CCCN(C(=O)COc2ccc(N(C)S(=O)(=O)c3ccc(C)cc3)cc2)C1 (centres undefined)	9%	14
CN(C)c1ccc(C2NC(=O)c3ccccc3N2)cc1 (centres undefined)	u	x
CC(OC(=O)C1=COCCO1)C(=O)c1ccc(C(C)(C)C)cc1 (centres undefined)	-18%	x
O=C(Nc1ccc(N2CCCC2)cc1)c1ccc2ccccc2c1	u	x
CCC(C)(C(=O)NC1CCCCC1)N(C(=O)c1ccccn1)c1ccc(C)cc1 (centres undefined)	i	x
CC(C)CCNC(=S)Nc1ccc2nc3n(c(=O)c2c1)CCCCC3	-13%	18
O=C(c1ccc(CSc2nc3ccncc3[nH]2)cc1)N1CCCCC1	u	x
CCc1nnc(NC(=O)CCNC(=O)c2ccco2)s1	42%	17
Cc1nc2nc(SCC(N)=O)[nH]c2cc1Br	i	8
O=C(NCCCn1ccnc1)c1cc(-c2cccnc2)nc2ccc(Br)cc12	u	x
O=C(NCCCN1CCOCC1)/C(=C/c1ccco1)NC(=O)c1ccccc1	u	x
CCOc1nc2c(c(=O)n(C)c(=O)n2C)n1Cc1ccccc1Cl	u	x
COc1cc(CN2CCNC(=O)C2CC(=O)N(C)CCN2CCOCC2)cc(OC)c1 (centres undefined)	21%	2
COc1ccc(CCNC(=O)c2ccc(CS(=O)Cc3ccc(Cl)cc3)o2)cc1OC (centres undefined)	u	x
Cc1ccc(SCC(=O)NCCCN2CCOCC2)cc1	u	x
O=c1ccc(S(=O)(=O)N2CCCC2)cn1Cc1ccc(Cl)cc1Cl	u	x
CCN(CC(=O)Nc1ccccc1C(F)(F)F)C(=O)CSCC(=O)Nc1cc(C)on1	i	x
COc1ccc(C2=CC(=O)CC(C)(C)C2)cc1OC	15%	19
O=C(COc1ccc2c(c1)OCO2)Nc1ccc(Cl)cn1	-22%	17
CC1(C)Cc2c(sc3nc(-c4ccccc4Cl)n(N)c(=O)c23)CO1	i	x
Cc1nn(C)c(C)c1S(=O)(=O)N1CCCC(C(=O)NC2CCCCC2)C1 (centres undefined)	12%	-11
Cc1ccc(-c2cc(C(=O)OCC(=O)NC3CC3)c3ccccc3n2)cc1	2%	16
O=C(O)c1cc2c(cn1)[nH]c1ccccc12	u	x
Cc1cccc(NC(=O)Cn2nnc3ccccc32)c1	-8%	21
C[C@H](NC(=O)N1CCn2c1nc1ccccc12)C(=O)NCCc1ccccc1	i	27
CCCCCCCCCc1nc(N)n[nH]1	22%	-23
O=C(OCc1nc2ccsc2c(=O)[nH]1)c1ccc(Cl)nc1	14%	15
COc1ccc(OCC(=O)Nc2nonc2NC(=O)COc2ccc(OC)cc2)cc1	u	x
COc1ccc(N2CCN(CCNC(=O)c3ccc(NC(=O)C4CCCO4)cc3)CC2)cc1 (centres undefined)	u	x
C#CCSc1nnc(CNS(=O)(=O)c2ccc(Br)cc2)n1C	u	x
O=C(O)c1cccc(Cn2c(Cl)c(/C=N/NC(=O)c3ccccc3Cl)sc2=O)c1	4%	6
C=CCN(CC=C)C(=O)c1cc2ccccc2c(=O)o1	17%	16
COc1cccc(C(=O)NCCC2=CCCCC2)c1	u	x
COc1cc(/C=C2/C(=O)ON=C2C)ccc1OCc1cccc(F)c1	7%	18
Cc1cccc(Cn2cnc3c(sc4nc(C)cc(C)c43)c2=O)c1	u	x
Cc1ccc(C(=O)NCc2ccc(F)cc2)cc1NC1=NC2CS(=O)(=O)CC2S1 (centres undefined)	u	x
Cc1ccc(N2CCN(C(=O)c3ccccc3F)CC2)c(C)c1	u	x
CCOC(=O)Cc1csc(NC(=O)CC)n1	11%	8

An excerpt from above in order of formula weight, largest number first:
SMILES	Lipid storage S3	Lipid storage S3 cell count max
CCN(CC(=O)Nc1ccccc1C(F)(F)F)C(=O)CSCC(=O)Nc1cc(C)on1	i	x
O=C(O)c1cccc(Cn2c(Cl)c(/C=N/NC(=O)c3ccccc3Cl)sc2=O)c1	4%	6
Cc1ccc(C(=O)NCc2ccc(F)cc2)cc1NC1=NC2CS(=O)(=O)CC2S1 (centres undefined)	u	x
COc1ccc(OCC(=O)Nc2nonc2NC(=O)COc2ccc(OC)cc2)cc1	u	x
C#CCSc1nnc(CNS(=O)(=O)c2ccc(Br)cc2)n1C	u	x
Cc1nn(C)c(C)c1S(=O)(=O)N1CCCC(C(=O)NC2CCCCC2)C1 (centres undefined)	12%	-11
C[C@H](NC(=O)N1CCn2c1nc1ccccc12)C(=O)NCCc1ccccc1	i	27
CC1(C)Cc2c(sc3nc(-c4ccccc4Cl)n(N)c(=O)c23)CO1	i	x
Cc1ccc(-c2cc(C(=O)OCC(=O)NC3CC3)c3ccccc3n2)cc1	2%	16
Cc1cccc(Cn2cnc3c(sc4nc(C)cc(C)c43)c2=O)c1	u	x
O=C(OCc1nc2ccsc2c(=O)[nH]1)c1ccc(Cl)nc1	14%	15
Cc1ccc(N2CCN(C(=O)c3ccccc3F)CC2)c(C)c1	u	x
O=C(COc1ccc2c(c1)OCO2)Nc1ccc(Cl)cn1	-22%	17
C=CCN(CC=C)C(=O)c1cc2ccccc2c(=O)o1	17%	16
Cc1cccc(NC(=O)Cn2nnc3ccccc32)c1	-8%	21
COc1ccc(C2=CC(=O)CC(C)(C)C2)cc1OC	15%	19
CCOC(=O)Cc1csc(NC(=O)CC)n1	11%	8
O=C(O)c1cc2c(cn1)[nH]c1ccccc12	u	x
CCCCCCCCCc1nc(N)n[nH]1	22%	-23

Other entries.
SMILES	Lipid storage S3	Lipid storage S3 cell count max
O=C(CCN1CCN(S(=O)(=O)c2ccc(Cl)cc2)CC1)Nc1ccccc1F	-2%	20
COc1cc(C(c2sc3nc(C)nn3c2O)N2CCC3(CC2)OCCO3)cc(OC)c1OC (centres undefined)	u	x
Cc1cc(C(N)=O)nn1-c1c(Cl)cc(Cl)cc1Cl	-4%	6
COc1ccc(Cc2noc(CN3CCC(c4ccncc4)CC3)n2)cc1OC	u	x
CCc1c(C(=O)NCc2ccc3c(c2)OCO3)[nH]c(C)c1C(C)=O	9%	-15
CCc1cccc(CC)c1NC(=O)CO/N=C(\N)CC(=O)NC1CCCCC1	4%	-1
CN(C)CCCOC(=O)C1c2ccccc2Oc2ccccc21	u	x
CSc1ncc(Cl)c(C(=O)Nc2ccc(NC(C)=O)cc2)n1	u	x
Cc1ccc(-c2noc(CN3CCCCC3)n2)cc1	-3%	-8
COc1cc(C(=O)OCC(=O)N(C)C)cc(NC(=O)c2ccco2)c1OC	u	x
CC(C)CNC(=O)/C=C/C(=O)O	u	-2
COC(=O)C(=N/Nc1ccccc1C(=O)OC)/C(C)=N/O	6%	16
Cc1ccc(/C=C(/C#N)C(=O)NC(C)c2ccccc2)o1 (centres undefined)	u	x
CC(=O)N1c2ccc(S(=O)(=O)NCCC(=O)NCc3ccc(Cl)cc3)cc2CC1C (centres undefined)	u	x
Cc1ccc([N+](=O)[O-])cc1N=C1C(=O)Nc2ccccc21	i	x
Cc1cccc(NC(=O)NCc2cccnc2)c1C	u	x
CCCc1nnc(NC(=O)CCC(=O)N2CCN(CCn3c(C)ccc3C)CC2)s1	u	x
c1ccc(CSc2ccc(-c3ccco3)nn2)cc1	-1%	-9
COc1ccccc1NC1=NC(CO)(CO)CS1	14%	18
Cc1ccnc(NC(=O)COc2ccc3c(c2)CCC3)c1	u	x
CCC(C)(C)c1ccc(OCCCC[n+]2ccccc2)c(C(C)(C)CC)c1	u	x
O=C(CN1CCN(Cc2ccc3c(c2)OCO3)CC1)NCC(F)(F)F	u	x
C=C(Br)CN1CCN(CC(=C)Br)CC1	i	-5
c1ccc(-c2nc(NCc3cccs3)c3ccccc3n2)cc1	u	x
CCCCn1c(SCc2ccc(C(=O)OC)o2)nc2cc(S(N)(=O)=O)ccc21	u	x
COc1ccc(CCN2CCC(Nc3nc4ccccc4n3Cc3ccc(F)cc3)CC2)cc1	u	x
CC(=O)c1cccc(NC(=O)CSc2nnnn2C2CCCC2)c1	u	x
CCNc1nc(SC(C(C)=O)C(C)=O)nc(N(C)C)n1	u	x
CN(C)c1ccnc(Nc2ccc(F)cc2)c1C#N	-12%	3
Cc1nc2ccc(NC(=O)c3cccc(S(=O)(=O)N4CC(C)OC(C)C4)c3)cc2s1 (centres undefined)	u	x
CN(C)C(CNc1ncnc2ccccc12)c1c(F)cccc1Cl (centres undefined)	u	x
Clc1ccc(Oc2nc3c(Cl)cccc3s2)cc1Cl	17%	-1
CC(=O)N1CCN(c2ccc(NC(=S)NC(=O)c3ccc(C)c([N+](=O)[O-])c3)cc2)CC1	u	x
CCc1nnc(NC(=O)CCC(=O)N2CCCC(O)C2)s1 (centres undefined)	i	27
CCCc1nc(SCC(=O)c2ccc(F)cc2)c2ccccc2n1	2%	1
Cc1[nH]c(=O)[nH]c(=O)c1S(=O)(=O)Nc1ccc(Cl)c([N+](=O)[O-])c1	-14%	-14
O=S(=O)(Cc1cc(N2CCOCC2)nc(-c2ccccn2)n1)c1ccccc1	u	x
COc1ccc(NC(=S)Nn2cnnc2)c(OC)c1	u	x
O=C(O)/C=C/C(=O)Nc1ccc(C(=O)c2ccccc2)cc1	0%	0
CC1Cc2ccccc2N1C(=O)C1CCCCN1S(=O)(=O)c1ccccc1 (centres undefined)	-20%	5
Cc1ccc(NS(=O)(=O)c2ccc(C(=O)OCC(=O)Nc3cc(C)on3)cc2)cc1	0%	-18
CCOc1ccccc1NC(=O)C(c1ccccc1)N1CCN(CC(=O)N2CCOCC2)CC1 (centres undefined)	u	x
COC(=O)C1=C(C)NC(=O)NC1c1ccc(OC(=O)c2ccco2)cc1 (centres undefined)	-7%	0
Cc1cc(NS(=O)(=O)c2ccccc2)no1	-24%	16
O=C(Nc1ccccc1)N1CCSc2ccccc21	u	x
COCCN(C(=S)Nc1cccc(OC)c1)C1CCN(C(C)C)CC1	8%	4
O=C(CSc1nc2[nH]ncc2c(=O)[nH]1)NCc1ccc(F)cc1	u	x
CC(=O)NCCNc1nc2c(-c3cccc(C)c3)nnn2c2ccccc12	u	x
CCN(C(=O)CSc1nc2ccccc2c(=O)n1CCOC)C1CCS(=O)(=O)C1 (centres undefined)	13%	-16
Cn1cc(C(=O)N2CCCCC2)c(=O)c2cc(S(=O)(=O)N3CCCC3)ccc21	u	x
Cc1ccc(C(=O)NNC(=O)c2ccc3ncccc3c2)cc1	-6%	-9
COc1ccc(C(=O)NC(=S)N2CCN(c3ccccc3OC)CC2)cc1	i	17
CN(/N=C/c1ccncc1)c1cnc2ccccc2n1	u	x
CCc1ccc2[nH]c(=O)c(CN(CCN(CC)CC)C(=O)Nc3ccccc3OC)cc2c1	i	22
COC(=O)c1cc(=O)n(Cc2ccc(F)cc2)c(=NCc2ccc(F)cc2)s1	1%	2
c1ccc(-c2noc(-c3ccco3)n2)nc1	-6%	5
CCOC(=O)CNC(=O)CNC(=O)c1ccc(OC)cc1	u	x
CC(=O)Nc1ccc(NC(=O)C(C)OC(=O)C2(c3ccccc3F)CCCC2)cc1 (centres undefined)	-19%	-7
OCCNCCCCOc1ccc(OCc2ccccc2)cc1	-14%	-13
CCc1ccc(C(C(=O)NC2CCCCC2)N(C(=O)c2ccccn2)c2cccnc2)cc1 (centres undefined)	-5%	13
CCOC(=O)Cn1ncc2c(=O)oc3ccccc3c21	i	x

Reprinted at random: two records from the list.
SMILES	Lipid storage S3	Lipid storage S3 cell count max
Cc1ccc(C(=O)NNC(=O)c2ccc3ncccc3c2)cc1	-6%	-9
O=C(CSc1nc2[nH]ncc2c(=O)[nH]1)NCc1ccc(F)cc1	u	x
